RGS4 inhibitor: inhibitors of human regulator of G protein signaling 4 | P49798 | Transcreener GDP fluorescence polarization, RGS4-accelerated GTP hydrolysis | Potency, µM (doses to about 114 µM), inactives show at the top dose activity change, negative = inhibition, most hits filed as inhibitors | 390,000 tested, 0.039% active | AID 504845; note: potency is the fitted concentration of half-maximal effect; % is set by controls: 0 for no effect and ±100 for the full control effect; nearly all actives have a fitted effect of over 75% in size; some results filed as inactive show a strong effect at the top dose
Target sequence (P49798 whole entry, looked up): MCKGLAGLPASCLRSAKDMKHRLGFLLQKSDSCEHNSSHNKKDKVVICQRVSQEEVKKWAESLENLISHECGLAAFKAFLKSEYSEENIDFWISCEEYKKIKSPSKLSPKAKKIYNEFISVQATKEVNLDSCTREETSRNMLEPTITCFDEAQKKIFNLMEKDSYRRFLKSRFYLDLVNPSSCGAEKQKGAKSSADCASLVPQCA
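MLSMR compounds (23 nl, pin-transferred) preincubated 10 min at room temperature with a 500nM (2x) first reagent, then RGS4 at 900nM (2x) plus Transcreener GDP mix added; fluorescence polarization (620/688 nm) read before and after 90 min at 30 °C.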
Glioma ERSR ind: ER stress response induction in glioma | U87-MG GRP78 promoter luciferase reporter, 16 h | Potency, µM, for the others: at the highest dose activation, actives largely listed as activators | 420,000 tested, 0.02% active; note: potency is the fitted concentration of half-maximal effect; series mostly up to about 76 µM; % of control where 0% means no effect; nearly all actives have a fitted effect of over 35% in size
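Stably transfected U87-MG human glioma cells carrying a GRP78-based luminescent sensor were seeded at 1000 cells/well, pin-dosed with compounds and incubated 16 h. Luciferase reagent was then added, and end-point luminescence was read after 10 min at room temperature.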
Vif-A3G inh: blocks the Vif interaction with human APOBEC3G. Q9HC16. HeLa A3G-eYFP + Vif (tagged APOBEC3G with the HIV-1 protein that degrades it), YFP fluorescence, overnight. Potency, µM (titrated, usually from 46.1 µM), for the others: at the highest dose activity, negative = active, actives largely listed as inhibitors. 410,000 tested, 0.076% active;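 note: potency is the fitted concentration of half-maximal effect; % is set by controls: 0 for no effect and ±100 for the full control effect; nearly all actives have a fitted effect of over 60% in size; hits raise eYFP signal because A3G escapes Vif-driven loss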
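HeLa cells stably expressing Vif and C-terminally eYFP-tagged A3G, seeded overnight at 37 deg C, then exposed to compound by pintool overnight at 37 deg C. Rise in yellow fluorescence (Ex 488/Em 500-530, Acumen) marks blocked Vif-driven A3G degradation.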
USP1 inh: blocks the human USP1/UAF1 deubiquitinase complex. Potency, µM (titrated, usually from 57.1 µM), inactives show at the highest dose activity change, negative = inhibition, usual class: inhibitors. O94782. recombinant USP1/UAF1, Ub-Rhodamine cleavage fluorescence. 390,000 tested, 0.23% active; note: potency is the fitted concentration of half-maximal effect; % is set by controls: 0 for no effect and ±100 for the full control effect; nearly all actives have a fitted effect of over 60% in size; inactives centre near -12
Target sequence (O94782 whole entry, looked up): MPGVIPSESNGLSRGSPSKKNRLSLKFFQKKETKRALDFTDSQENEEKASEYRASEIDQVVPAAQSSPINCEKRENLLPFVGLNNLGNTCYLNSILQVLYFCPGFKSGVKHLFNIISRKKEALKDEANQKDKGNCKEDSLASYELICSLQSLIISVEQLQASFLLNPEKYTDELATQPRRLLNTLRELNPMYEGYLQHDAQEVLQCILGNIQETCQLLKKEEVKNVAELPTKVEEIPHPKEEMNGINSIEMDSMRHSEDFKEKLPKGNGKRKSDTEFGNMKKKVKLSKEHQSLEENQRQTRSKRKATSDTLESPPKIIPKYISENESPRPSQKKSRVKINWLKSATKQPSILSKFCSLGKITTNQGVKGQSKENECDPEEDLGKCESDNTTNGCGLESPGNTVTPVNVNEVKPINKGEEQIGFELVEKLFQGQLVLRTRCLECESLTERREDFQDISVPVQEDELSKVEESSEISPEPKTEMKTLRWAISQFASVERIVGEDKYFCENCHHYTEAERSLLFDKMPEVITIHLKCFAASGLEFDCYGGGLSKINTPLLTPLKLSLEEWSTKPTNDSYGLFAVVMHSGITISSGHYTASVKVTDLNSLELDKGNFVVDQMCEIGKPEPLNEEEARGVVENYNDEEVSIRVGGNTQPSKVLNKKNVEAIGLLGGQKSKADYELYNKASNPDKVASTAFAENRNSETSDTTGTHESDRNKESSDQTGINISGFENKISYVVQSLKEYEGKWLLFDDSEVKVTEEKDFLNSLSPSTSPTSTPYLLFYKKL
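Step one: compound is pinned into 1nM USP1/UAF1 in HEPES pH 7.8 buffer with TCEP. Step two: 15 min room-temperature incubation. Step three: Ub-Rho (150nM final) starts cleavage, tracked by fluorescence over six one-minute reads.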
rTrxR1 inhibitor: blocks rat thioredoxin reductase 1. recombinant rTrxR1, NADPH fluorescence consumption, selenite substrate. Potency, µM (titrated, usually from 114 µM), for inactives: at the highest dose activity change, negative = inhibition, usual class: inhibitors. 390,000 tested, 1% active; note: potency is the fitted concentration of half-maximal effect; % is set by controls: 0 for no effect and ±100 for the full control effect; nearly all actives have a fitted effect of over 65% in size
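Rat TrxR1 (90 nM in the dispensed reagent) was pre-reduced with 400 uM NADPH for 5 min at room temperature, then incubated with compound for 15 min. After 400 uM selenite was added, NADPH fluorescence (Ex 340/Em 450 nm) was followed for 8 min.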
Vif-APOBEC3F blk: Vif-A3F binding inhibition. AID 602313. 390,000 tested, 0.2% active. Potency, µM (top dose mostly 46.1 µM), for the others: top-dose activity, negative = active. HeLa A3F-eYFP + Vif (tagged APOBEC3F with the HIV-1 protein that degrades it), YFP fluorescence increase; note: potency is the fitted concentration of half-maximal effect; % of control where 0% means no effect; nearly all actives have a fitted effect of over 65% in size
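Fluorescence increase (Ex 488/Em 500-530) after overnight compound treatment at 37 deg C flags inhibition of Vif-driven A3F-eYFP loss in stable HeLa A3F-eYFP/Vif cells seeded overnight beforehand.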
LDHA block: blocks human lactate dehydrogenase A | 480,000 tested, 0.15% active | activity change, % (values are at about 110 or 230 µM) | purified LDHA, NADH/diaphorase-resazurin fluorescence; active compounds read low | AID 1347041 | P00338; in the data active = activity change below about -30%; inconclusive = mostly about -25% to -30%;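 note: plate controls were DMSO wells for no effect and wells without enzyme for full effect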
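Human LDH5 (2 nM) was incubated with 0.06 mM NADH and 0.2 mM pyruvate for 5 min at room temperature in Tris pH 7.4. Remaining NADH was coupled through diaphorase/resazurin, and resorufin fluorescence was read at 0 and 20 min.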
TrxR1 substrate: is turned over as a substrate by rat TrxR1; Potency, µM (top dose mostly 114 µM), for inactives: at the highest dose activity change, negative = substrate turnover; purified TrxR1 substrate turnover, NADPH consumption readout; O89049; 390,000 tested, 0.01% active; AID 588456; note: potency is the fitted concentration of half-maximal effect; % is set by controls: 0 for no effect and ±100 for the full control effect; nearly all actives have a fitted effect of over 50% in size
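Rat TrxR1, dispensed at 90 nM, was prereduced with 400 uM NADPH (final) for 5 min at ~22 deg C, then incubated with compound 15 min before 400 uM selenite. A first-read NADPH fluorescence drop versus no-compound background flagged substrates.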
IDH1 R132H inh: human IDH1 R132H inhibition | O75874 | IDH1-R132H enzyme, NADPH consumption, diaphorase/resazurin fluorescence | Potency, µM (titrated, usually from 76.6 µM), for inactives: at the top dose activity change, negative = inhibition, actives largely listed as inhibitors | 390,000 tested, 0.093% active; note: potency is the fitted concentration of half-maximal effect; % is set by controls: 0 for no effect and ±100 for the full control effect; nearly all actives have a fitted effect of over 65% in size
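IDH1-R132H (0.5 ug/mL) preincubated 30 min with compound, then NADPH (0.016 mM) and alpha-KG (2 mM) added; 80 min at RT, pH 7.5. Remaining NADPH coupled via diaphorase/resazurin to fluorescence (540/590 nm); concentration-response curves normalized to no-enzyme control.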
Starred values were filed as active, the others as inactive; ? = inconclusive; / = not tested or not shown; [ ] = another dose, or the depositor's remark. Unless noted, calls come from the whole dose curve; as a rule, active = well fitted curve in the direction sought with a large enough effect; inconclusive = small, poorly fitted or top-dose-only effect, or another doubt; inactive = no such curve, though single readings can be large; an effect the other way counts as inactive or inconclusive.

#	Structure	RGS4 inhibitor	Glioma ERSR ind	Vif-A3G inh	USP1 inh	rTrxR1 inhibitor
1	CC(CNC(=O)Cn1ccc(NC(=O)OCc2ccccc2)nc1=O)c1ccccc1 (stereo not drawn)	-8%	-3%	-3%	?	16%
2	O=C(Nc1cc2c(=O)n(-c3ccc(Oc4ccccc4)cc3)ccc2oc1=O)c1ccccc1	-3%	-2%	-2%	1%	52%
3	O=C(O)c1[nH]c2ccccc2c1-c1ccccc1	-11%	-1%	-1%	-18%	1%
4	CCOC(=O)c1[nH]c(C)c(C(=O)Nc2ccc(F)cc2)c1C	-13%	-2%	-5%	-18%	8%[57.1 µM]
5	O=C(CNC(=O)c1ccco1)N=Nc1c(O)n(CCc2ccccc2)c2ccccc12	2%	-6%	-19%	-24%	1%
6	O=C(CN1CCN(S(=O)(=O)c2ccccc2)CC1)NC(=O)NC1CCCCC1	4%	-3%	0%	-2%	28%[57.1 µM]
7	O=C(CN(C(=O)c1csnn1)c1ccc(F)c(Cl)c1)NCc1ccccc1	-21%	4%	1%	-15%	4%[57.1 µM]
8	CCOc1ccccc1N1CCN(C(=S)Nc2ccc(S(N)(=O)=O)cc2)CC1	-14%	-4%	3%	-17%	-24%
9	CC(C)n1c(=O)[nH]c2cc(C(=O)Nc3ccccc3)ccc21	5%	4%	11%	-23%	-9%
10	N#C/C(=C/c1cccs1)c1ccccn1	5%	4%	?	-17%	8%
11	CC1(C)CC(=Cc2ccccc2[N+](=O)[O-])C(=O)c2ccccc21	/	-5%	1%	-12%	/
12	CCCCOC(=O)NC(NCC(O)c1ccccc1)(C(F)(F)F)C(F)(F)F (stereo not drawn)	-16%	-5%	-2%	-10%	5%

#	Vif-APOBEC3F blk	LDHA block	TrxR1 substrate	IDH1 R132H inh
1	1%	-3	6%	1%
2	2%	-5	40%[activator][57.1 µM]	2%
3	9%	-7	44%[activator]	13%
4	-7%	-1	-4%	4%
5	-2%	-1	-2%	-3%
6	-5%	-2	15%[57.1 µM]	8%
7	-2%	-5	1%[57.1 µM]	-3%
8	9%	-1	-15%	6%
9	7%	-3	-12%	0%
10	?	-3	-1%	7%
11	-12%	-2	/	5%
12	-10%	1	8%	5%

Next section:
#	Structure	RGS4 inhibitor	Glioma ERSR ind	Vif-A3G inh	USP1 inh	rTrxR1 inhibitor
13	O=C(Cc1ccccc1[N+](=O)[O-])NCC(=O)c1ccc2c(c1)OCO2	-27%	0%	-1%	-8%	3%[11.4 µM]
14	S=C(NC1CC1)N1CCN(c2ccc(Cl)cc2)CC1	6%	-2%	1%	-12%	-13%
15	CCN(CC)c1ccc(CNC23CN4CN(CN(C4)C2)C3)cc1	14%	1%	-1%	-13%	7%[57.1 µM]
16	Cn1cc(S(=O)(=O)Oc2ccccc2)c(=O)n(C)c1=O	-1%	-4%	1%	-9%	20%[57.1 µM]
17	Cc1ccc(C)n1NC(=O)c1ccc(Cl)cc1Cl	-15%	0%	3%	-14%	-29%
18	O=C(OCC(=O)N1CCCC1)c1ccccc1C(=O)c1ccccc1	3%	2%	-1%	0%	5%
19	CC1CCCN(CCOCCSc2ccccc2)C1 (stereo not drawn)	12%	-4%	-1%	-5%	-16%
20	Cc1ccc2c(O)c(C)c(=O)[nH]c2n1	-7%	-4%	1%	-8%	13%[57.1 µM]
21	COc1ccc2c(c1)C(=O)N1[C@H]3c4cc(OC)ccc4OC[C@@H]3[C@H](c3ccccc3)[C@]1(C)C(=O)N2	-13%	-5%	-21%	-30%	17%[57.1 µM]
22	O=C1CC(N2CCOCC2)C(=O)N1CCN1C(=O)CC(N2CCOCC2)C1=O (stereo not drawn)	24%	-3%	1%	1%	-33%
23	CCC(C)[C@H](NC(=O)NCc1ccccc1Cl)C(=O)OC (stereo partly drawn)	24%	-3%	-9%	3%	2%
24	O=C(CCNC(=O)c1ccco1)Nc1ccc(SC(F)F)cc1	22%	-1%	-9%	-8%	16%

#	Vif-APOBEC3F blk	LDHA block	TrxR1 substrate	IDH1 R132H inh
13	20%	5	2%[11.4 µM]	3%
14	2%	0	-14%	0%
15	12%	-4	10%[57.1 µM]	3%
16	6%	-6	7%[57.1 µM]	8%
17	-13%	1	6%	3%
18	-18%	-1	-6%	-14%
19	-2%	?	-9%	8%
20	15%	-4	-7%[57.1 µM]	6%
21	-1%	3	7%	-1%
22	/	2	-12%	-3%
23	-16%	-7	11%[57.1 µM]	-1%
24	6%	-2	3%	4%

Among those listed so far, 4 have a Cl atom:
#	Structure	RGS4 inhibitor	Glioma ERSR ind	Vif-A3G inh	USP1 inh	rTrxR1 inhibitor
7	O=C(CN(C(=O)c1csnn1)c1ccc(F)c(Cl)c1)NCc1ccccc1	-21%	4%	1%	-15%	4%[57.1 µM]
14	S=C(NC1CC1)N1CCN(c2ccc(Cl)cc2)CC1	6%	-2%	1%	-12%	-13%
17	Cc1ccc(C)n1NC(=O)c1ccc(Cl)cc1Cl	-15%	0%	3%	-14%	-29%
23	CCC(C)[C@H](NC(=O)NCc1ccccc1Cl)C(=O)OC (stereo partly drawn)	24%	-3%	-9%	3%	2%

#	Vif-APOBEC3F blk	LDHA block	TrxR1 substrate	IDH1 R132H inh
7	-2%	-5	1%[57.1 µM]	-3%
14	2%	0	-14%	0%
17	-13%	1	6%	3%
23	-16%	-7	11%[57.1 µM]	-1%

Other records follow.
#	Structure	RGS4 inhibitor	Glioma ERSR ind	Vif-A3G inh	USP1 inh	rTrxR1 inhibitor
25	Cc1ccc2nc(-c3ccc(NC(=S)NCCC(C)C)cc3)sc2c1	0%	-10%	0%	-14%	-10%[57.1 µM]
26	Cc1cccc(C(=O)NNC(=O)c2ccco2)c1	3%	2%	1%	-2%	10%
27	CCO[C@H]1OC(C(=O)NC2CC2)=C[C@@H](C)[C@@H]1CCCO	22%	-3%	2%	-6%	24%
28	CCCN(CCC)CCNC(=O)CCC(=O)Nc1ccc2nc(N3CCN(C)CC3)cc(C)c2c1	-2%	-2%	-1%	-17%	-12%
29	COc1ccc(NC(=O)CCOc2ccccc2F)cc1S(=O)(=O)N1CCCCC1	-7%	-3%	0%	-16%	-3%[2.29 µM]
30	Cc1nc2nc(-c3ccccc3)cc(=O)n2[nH]1	-7%	-4%	-2%	-18%	8%
31	c1ccc(CSc2nnc(-c3ccncc3)o2)cc1	25%	3%	0%	0%	19%
32	OC(CN1CCN(Cc2ccc3c(c2)OCO3)CC1)c1c[nH]c2ccccc12 (stereo not drawn)	4%	-7%	2%	0%	22%[11.4 µM]
33	CCOC(=O)c1c(C)[nH]c(C)c1S(=O)(=O)N(C)CC(=O)Nc1cccc(C(F)(F)F)c1	-4%	-3%	1%	?	22%[57.1 µM]
34	O=C(NCc1ccc2c(c1)OCO2)C1CCC(=O)N1C1CCCCC1 (stereo not drawn)	-6%	-1%	-5%	-19%	9%
35	Cc1ccc(OCCNC(=O)c2cc(-n3cnnc3)ccc2Cl)cc1C	-13%	-1%	-9%	1%	-2%
36	COc1ccc(C(=O)Nc2cc(OC)cc3cccnc23)cc1	7%	0%	-4%	-16%	34%[activator]
37	Cc1ccc(/C([O-])=C(/C(=S)NCc2ccccc2)[n+]2cccc(CO)c2)cc1[N+](=O)[O-]	-23%	-5%	-13%	-19%	13%
38	C/C=C/c1ccc(OCC(=O)N2CCc3cc(OC)c(OC)cc3C2)c(OC)c1	-17%	-5%	7%	-1%	2%

#	Vif-APOBEC3F blk	LDHA block	TrxR1 substrate	IDH1 R132H inh
25	0%	-1	38%[activator][57.1 µM]	-5%
26	-7%	0	2%	-13%
27	7%	0	3%	-2%
28	-1%	6	41%[activator]	3%
29	2%	-4	2%[57.1 µM]	-5%
30	-3%	-9	5%	1%
31	-6%	-1	-5%	5%
32	-12%	-12	12%[57.1 µM]	0%
33	-4%	-13	4%[57.1 µM]	7%
34	7%	0	6%	1%
35	-11%	3	0%	2%
36	-1%	-9	2%	-10%
37	-9%	-3	7%	0%
38	3%	-4	3%[0.457 µM]	6%

Records 29 through 30, quoted:
#	Structure	RGS4 inhibitor	Glioma ERSR ind	Vif-A3G inh	USP1 inh	rTrxR1 inhibitor
29	COc1ccc(NC(=O)CCOc2ccccc2F)cc1S(=O)(=O)N1CCCCC1	-7%	-3%	0%	-16%	-3%[2.29 µM]
30	Cc1nc2nc(-c3ccccc3)cc(=O)n2[nH]1	-7%	-4%	-2%	-18%	8%

#	Vif-APOBEC3F blk	LDHA block	TrxR1 substrate	IDH1 R132H inh
29	2%	-4	2%[57.1 µM]	-5%
30	-3%	-9	5%	1%

Screening results from PubChem BioAssay.

A portion of the library; count on the stated rates, not on these rows.
